IL1B NFkB inh – blocks IL-1B driven NFkB nuclear translocation in HUVEC cells; HUVEC IL-1B NFkB p65 nuclear translocation imaging; inhibition, % at 2 µM; 94,000 tested, 0.43% active; AID 796;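 active = inhibition above about 30% together with a positive call from visual inspection of the well image, limit read from the data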;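 note: nuclear over cytoplasmic p65 intensity ratio measured by imaging; 0% = IL-1B stimulated DMSO wells and 100% = unstimulated DMSO wells; values of inactives mirror those of a sister screen read the other way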
IL1B NFkB pot – enhances IL-1B driven NFkB nuclear translocation; HUVEC IL-1B NFkB p65 nuclear translocation imaging; activation, % at 2 µM; 94,000 tested, 0.3% active;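 active = activation above 40%, about the mean plus 3 SD, also judged a hit on visual image review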;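 note: percent activation is computed from the nuclear over cytoplasmic p65 intensity ratio; values of inactives mirror those of a sister screen read the other way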
MRP resist rev – MRP-mediated drug resistance reversal. 85,000 tested, 0.04% active. AID 602. differential viability (reversal), % at 10 µM. H69AR cells + 2 uM doxorubicin, CellTiter-Glo, 72 h;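 active = viability drop by adding the cancer drug above about 55%, with treated viability meeting a 40% cutoff, limit read from the data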;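 note: viability without doxorubicin minus viability with 2 µM doxorubicin for each compound; larger differential means the compound sensitizes cells more to doxorubicin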
Bcl-B TR3 displacers – displacers of TR3 peptide from Bcl-B, primary screen, selectivity assay for Bfl-1 inhibitor project, biochemical, fluorescence polarization | displacement, % at 20 µM; hits with a dose series show IC50 in µM | FP displacement of FITC-TR3 peptide from Bcl-B; higher % means a stronger effect | AID 748 | 96,000 tested, 0.11% active;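 active = displacement above 50% at 20 µM plus a fluorescence interference ratio under 1.5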;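 note: plate controls were wells without compound for no effect and wells lacking Bcl-B protein for full effect; a part of the inactive calls stands beside numbers as strong as those of hits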
PLAP inhibition – PLAP enzyme inhibitors, biochemical, luminescence, HTS (AID 690); purified PLAP, luminescent substrate; higher % means a stronger effect; inhibition, % at 20 µM; hits with a dose series show IC50 in µM; 96,000 tested, 0.08% active; in the data active = a potency from the dose series; inactive = the rest, 99 in 100 with inhibition below about 30%; note: strong numbers were not always called active
MRP resist rev cytotoxicity – second read-out of MRP resist rev, no call of its own (marks repeat the call); viability, %; H69AR cells, CellTiter-Glo, 72 h; measured here: cytotoxicity without doxorubicin
MRP resist rev with doxorubicin – further read-out of MRP resist rev, marked with its call; viability, %; measured here: viability with 2 uM doxorubicin; hits give low values
IL1B NFkB inh cell count 2 µM – second read-out of IL1B NFkB inh, no call of its own (marks repeat the call); cell count; measured here: cells passing quality filter;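 raw number of nuclei counted in each imaged well without normalization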
IL1B NFkB pot cell count 2 µM – also measured in IL1B NFkB pot; calls as there; cell count; measured here: cells passing quality filter
Active calls of the source: *; / = not tested or not shown. Not all compounds are listed. The share of hits here may be higher or lower than overall.

SMILES	IL1B NFkB inh	IL1B NFkB inh cell count 2 µM	IL1B NFkB pot	IL1B NFkB pot cell count 2 µM	MRP resist rev	MRP resist rev cytotoxicity	MRP resist rev with doxorubicin	Bcl-B TR3 displacers	PLAP inhibition
Cc1cccc(Oc2c(C=O)c3ccccc3n2C)c1	7	149	-7	149	/	/	/	-8%	22%
Cc1cc(=O)oc2c1c(C)nn2-c1nn[nH]n1	-10	108	10	108	1	89	88	-14%	6%
Cc1ccc(NS(=O)(=O)c2ccc(OCC(=O)NCc3ccco3)cc2)cc1	-5	98	5	98	14	103	90	-2%	-10%
CCOc1ccc(Nc2nc(Cc3nnc(SCC(=O)c4ccc(C)cc4)o3)cs2)cc1	15	49	-15	49	-4	89	93	42%	32%
CCOc1ccc(OCC)c(NC(=O)C2CCCN(c3nc(C)cc(C)n3)C2)c1 (configuration not stated)	/	/	/	/	/	/	/	5%	-43%
C=CCNc1nc2c(c(=O)[nH]c(=O)n2C)n1Cc1cccc(C)c1	0	144	0	144	18	96	78	/	/
Cc1ccc(S(=O)(=O)CCC(=O)OCC(=O)N2CC(=O)Nc3ccccc32)cc1	-15	59	15	59	-8	79	87	-6%	14%
Cc1cc(C)nc(Nc2n[nH]c(COc3ccc4ccccc4c3)n2)n1	-18	160	18	160	-6	74	80	0%	3%
CSCCC(CO)NC(=O)OCc1ccccc1 (configuration not stated)	-6	161	6	161	9	97	89	-2%	13%
Cc1[nH]c2ccccc2c1CCNC(=O)c1ccc2c(c1[N+](=O)[O-])C(=O)c1ccccc1C2=O	2	160	-2	160	/	/	/	7%	-9%
COc1nc(NC23CC4CC(CC(C4)C2)C3)nc(OC)n1	15	107	-15	107	/	/	/	2%	1%
CCOc1ccc(CSC(=N)N)cc1[N+](=O)[O-]	-2	189	2	189	-18	48	66	13%	-80%
N#CCCn1cc(C(CC(=O)c2ccc(Br)cc2)C(=O)O)c2ccccc21 (configuration not stated)	/	/	/	/	20	89	69	-20%	-44%
Cc1sc(NC(=O)CCl)c(C(=O)c2ccccc2)c1C	-13	117	13	117	/	/	/	-7%	5%
CC(Cc1cccs1)NC(=O)Nc1cccc(Cl)c1 (configuration not stated)	-4	138	3	138	16	90	74	-6%	22%
CCN(CC)C(=O)CN(C#N)c1nc(NC(C)C)nc(NC(C)C)n1	0	194	0	194	-9	67	77	-7%	5%
CCn1c(COc2cccc(C)c2)nnc1SCC(=O)Nc1cccc(C(=O)OC)c1	-15	172	15	172	14	99	85	10%	15%
Cc1ccc(Nc2cnn(C34CC5CC(CC(CC(=O)O)(C5)C3)C4)c(=O)c2Cl)cc1C	4	158	-4	158	0	97	97	-1%	-66%
COc1ccccc1-c1cc(C(F)(F)F)nc(S(=O)(=O)CCCC(=O)NC(C)C)n1	26	116	-26	116	/	/	/	-1%	5%
C=CCSc1nc2c(cc1C#N)CCC2	4	143	-4	143	7	93	87	-2%	10%
Cc1cccc2cc(CN(Cc3nnnn3Cc3ccccc3)C3CCCC3)c(=O)[nH]c12	4	133	-4	133	16	45	29	-10%	-20%
CSc1nc2c(c(=O)n1-c1ccc(C)cc1)SCC2	/	/	/	/	5	88	82	-1%	-22%
Cn1cc(Cl)c(C(=O)OCC(=O)Nc2ccccc2)n1	-2	168	2	168	/	/	/	4%	23%
Nc1c2c(nc3ccccc13)N(c1ccccc1)CC2	/	/	/	/	/	/	/	0%	29%
CCCn1c(N)c(N2CCCCC2)c(=O)n(CC(=O)Nc2ccccc2)c1=O	-23	136	23	136	18	105	87	-12%	17%

Record cards, as listed above. Screens in order: IL1B NFkB inh, IL1B NFkB inh cell count 2 µM, IL1B NFkB pot, IL1B NFkB pot cell count 2 µM, MRP resist rev, MRP resist rev cytotoxicity, MRP resist rev with doxorubicin, Bcl-B TR3 displacers, PLAP inhibition
Results for `C=CCNc1nc2c(c(=O)[nH]c(=O)n2C)n1Cc1cccc(C)c1` → 0, 144, 0, 144, 18, 96, 78, /, /
Results for `Cc1cc(C)nc(Nc2n[nH]c(COc3ccc4ccccc4c3)n2)n1` → -18, 160, 18, 160, -6, 74, 80, 0%, 3%

The list continues:
SMILES	IL1B NFkB inh	IL1B NFkB inh cell count 2 µM	IL1B NFkB pot	IL1B NFkB pot cell count 2 µM	MRP resist rev	MRP resist rev cytotoxicity	MRP resist rev with doxorubicin	Bcl-B TR3 displacers	PLAP inhibition
CC(O)c1cccc(NC(=O)CCC(=O)O)c1 (configuration not stated)	-1	165	1	165	11	98	87	-2%	-4%
Cn1c(=O)cc(SCC(=O)NCC2COc3ccccc3O2)c2ccccc21 (configuration not stated)	6	127	-6	127	1	83	82	5%	-66%
CCN1CCCC1CNC(=O)Cn1cnc2sc(C)c(S(=O)(=O)N3CCC(C)CC3)c2c1=O (configuration not stated)	-16	180	16	180	17	82	65	/	/
COc1cc(CNCCc2ccccc2F)ccc1OCc1ccc(Cl)nc1	-1	166	1	166	/	/	/	0%	-77%
Cc1cc(C(=O)NCc2ccc(C(=O)O)o2)c(C)o1	8	145	-8	145	/	/	/	18%	19%
CCc1onc(C)c1C(=O)Nc1cc(C)ccc1OC	-6	161	5	161	-7	88	95	-2%	-1%
Cc1noc(C)c1CSc1nc2ccccc2c(=O)n1-c1ccc(F)cc1F	0	186	0	186	-60	23	84	-8%	13%
COc1ccc(CN(CC(=O)NCc2ccco2)C(=O)CCC(=O)Nc2nccs2)cc1	3	202	-3	202	7	95	87	/	/
COc1ccc(C2CC(c3ccc(Br)cc3)Nc3nc(N)nn32)cc1 (configuration not stated)	-4	118	4	118	12	93	81	9%	-74%
O=C(NCc1cn2ccsc2n1)c1c(F)cccc1Cl	-10	145	10	145	4	93	90	0%	9%
Cc1ccc(NC(=O)c2cc(S(=O)(=O)c3ccccc3)ccc2Cl)cc1	-4	181	4	181	/	/	/	2%	17%
CC(C)CC(=O)Nc1cccc(-c2cn3ccsc3n2)c1	-14	122	14	122	-8	87	96	33%	-85%
CCc1cc2cc(C(=O)Nc3ccc(F)cc3)sc2s1	0	152	-1	152	4	92	88	/	/
COCCN(CCOC)C(=O)CCn1c(=O)oc2ccccc21	5	157	-5	157	13	104	90	/	/
Cc1ccc(N2CCN(c3ccc(C)cc3)C2c2cccnc2)cc1	-1	150	1	150	14	92	78	10%	-17%
C=CCn1c2ccccc2c2nnc(SCC(=O)OCN3C(=O)c4ccccc4C3=O)nc21	-19	120	19	120	8	107	99	/	/
COc1ccc(C(=O)Nc2nnc(-c3ccccc3)o2)cc1OC	0	105	0	105	-22	33	55	0%	-112%
N#Cc1nc(Cc2cccc3ccccc23)oc1N1CCC(C(N)=O)CC1	-7	106	7	106	11	90	79	-3%	-45%
COc1ccc(OC)c(S(=O)(=O)N2CCCc3ccccc32)c1	-34	66	34	66	4	81	77	-2%	2%
COc1ccc(OCC(O)Cn2ccnc2C)cc1 (configuration not stated)	-26	133	26	133	7	91	85	/	/
CC(Sc1nnc(-c2ccc(Cl)cc2)n1C)C(N)=O (configuration not stated)	-12	183	12	183	4	96	93	-2%	14%
COc1cc(C(=O)Nc2ccc3c(c2)OCCO3)ccc1-n1cnnn1	29	74	-29	74	1	82	81	0%	3%
CC1(C)CC(=O)c2cc(OCC(=O)O)ccc2O1	6	71	-6	71	/	/	/	5%	-9%
Cc1ccc(-n2nnnc2SCC(=O)NNC(=O)c2ccco2)cc1C	-1	125	1	125	/	/	/	1%	-127%
O=C(Nc1nnc(C2CC2)s1)C1Cc2ccccc2CN1S(=O)(=O)c1ccccc1F (configuration not stated)	0	145	-1	145	-20	50	71	-2%	1%

More entries follow:
SMILES	IL1B NFkB inh	IL1B NFkB inh cell count 2 µM	IL1B NFkB pot	IL1B NFkB pot cell count 2 µM	MRP resist rev	MRP resist rev cytotoxicity	MRP resist rev with doxorubicin	Bcl-B TR3 displacers	PLAP inhibition
CCOC(=O)COc1cccc2c(=O)n(CC(=O)NCc3ccc4c(c3)OCO4)ccc12	-15	171	15	171	-31	26	57	/	/
COc1ccc(-c2nsc3c(SCC(=O)Nc4cc(C)ccc4C)ncnc23)cc1	12	156	-12	156	/	/	/	-8%	6%
S=c1[nH]nc(COc2ccc3c(c2)OCO3)n1-c1ccccc1	-12	126	12	126	-24	37	62	-4%	12%
O=C(CSc1nc2ccccc2o1)Nc1ccccc1N1CCCCCC1	-11	151	11	151	4	66	61	0%	-2%
COc1ccc(NC(=O)C(C)Oc2ccc(/C(C)=N\O)cc2)cc1 (configuration not stated)	-3	108	3	108	11	93	82	-4%	10%
Cc1ccc2c(CC(=O)NCC3COc4ccccc4O3)coc2c1 (configuration not stated)	/	/	/	/	8	97	89	-10%	-60%
CCOC(=O)c1c(C)[nH]c(C(=O)Nc2ccc3c(c2)OCO3)c1C	-13	127	13	127	-25	68	93	5%	18%
CCN1CCN(c2ncnc3c2oc2nc(C(C)C)c4c(c23)CCC4)CC1	/	/	/	/	-14	64	78	-7%	-74%
O=C(NCc1ccco1)Nc1cccs1	3	93	-3	93	1	79	78	0%	-6%
CCOCCCNC(=O)CSc1ccccc1	-22	114	22	114	5	93	88	-6%	21%
CCCCc1c(O)nc(SCC(=O)NCC2CCCO2)[nH]c1=O (configuration not stated)	/	/	/	/	3	101	97	-6%	-2%
COc1ccc(C(=O)NC(=O)N2CCCCC2)cc1	5	112	-5	112	1	94	93	7%	2%
O=C1CC(SC(=NCc2ccc3c(c2)OCO3)Nc2ccccc2)C(=O)N1c1ccccc1 (configuration not stated)	-20	153	20	153	-6	95	102	0%	20%
CC(C)(C)c1ccc(-c2nc(C#N)c(NCc3ccncc3)o2)cc1	-1	145	1	145	6	67	62	-4%	-44%
Cn1c(=O)c2c(nc(SCC(=O)NCc3ccco3)n2C)n(C)c1=O	-13	132	13	132	2	95	93	-3%	16%
Cc1cc(C)c2cc(CN(CCO)Cc3nnnn3Cc3ccc(F)cc3)c(=O)[nH]c2c1	-14	78	14	78	-16	57	72	-11%	-5%
CN(CC(=O)Nc1ccc(C#N)cc1)Cc1ccc(Cl)cc1	/	/	/	/	20	98	77	-3%	8%
CCCC(=O)c1c[nH]c(C(=O)NCCCN2CCOCC2)c1	6	185	-6	185	/	/	/	4%	-16%
Cc1ccc2cccc(S(=O)(=O)Nc3ccc4c(c3)OCO4)c2n1	0	146	0	146	11	105	94	/	-3%

Shown with values under each structure: part of the list above.
Order of results: IL1B NFkB inh, IL1B NFkB inh cell count 2 µM, IL1B NFkB pot, IL1B NFkB pot cell count 2 µM, MRP resist rev, MRP resist rev cytotoxicity, MRP resist rev with doxorubicin, Bcl-B TR3 displacers, PLAP inhibition
CCOC(=O)c1c(C)[nH]c(C(=O)Nc2ccc3c(c2)OCO3)c1C
  -13, 127, 13, 127, -25, 68, 93, 5%, 18%
CCN1CCN(c2ncnc3c2oc2nc(C(C)C)c4c(c23)CCC4)CC1
  /, /, /, /, -14, 64, 78, -7%, -74%
O=C(NCc1ccco1)Nc1cccs1
  3, 93, -3, 93, 1, 79, 78, 0%, -6%
CCOCCCNC(=O)CSc1ccccc1
  -22, 114, 22, 114, 5, 93, 88, -6%, 21%
CCCCc1c(O)nc(SCC(=O)NCC2CCCO2)[nH]c1=O (configuration not stated)
  /, /, /, /, 3, 101, 97, -6%, -2%
COc1ccc(C(=O)NC(=O)N2CCCCC2)cc1
  5, 112, -5, 112, 1, 94, 93, 7%, 2%
O=C1CC(SC(=NCc2ccc3c(c2)OCO3)Nc2ccccc2)C(=O)N1c1ccccc1 (configuration not stated)
  -20, 153, 20, 153, -6, 95, 102, 0%, 20%
CC(C)(C)c1ccc(-c2nc(C#N)c(NCc3ccncc3)o2)cc1
  -1, 145, 1, 145, 6, 67, 62, -4%, -44%
Cn1c(=O)c2c(nc(SCC(=O)NCc3ccco3)n2C)n(C)c1=O
  -13, 132, 13, 132, 2, 95, 93, -3%, 16%
Cc1cc(C)c2cc(CN(CCO)Cc3nnnn3Cc3ccc(F)cc3)c(=O)[nH]c2c1
  -14, 78, 14, 78, -16, 57, 72, -11%, -5%
CN(CC(=O)Nc1ccc(C#N)cc1)Cc1ccc(Cl)cc1
  /, /, /, /, 20, 98, 77, -3%, 8%
CCCC(=O)c1c[nH]c(C(=O)NCCCN2CCOCC2)c1
  6, 185, -6, 185, /, /, /, 4%, -16%
Cc1ccc2cccc(S(=O)(=O)Nc3ccc4c(c3)OCO4)c2n1
  0, 146, 0, 146, 11, 105, 94, /, -3%
